High-throughput results deposited in PubChem BioAssay by National Center for Advancing Translational Sciences (NCATS).
PI5P4K alpha inh: inhibitors of human PI5P4K alpha; 330,000 tested, 1.2% active; P48426; max response, %; PI5P4Kalpha enzyme, ADP-Glo luminescence, 60 min; hits give low values; AID 652105; active means max response of -50% or lower; inconclusive means between -30% and -50%; inactive means -30% or higher; further: value at the top dose of about 77 µM; on the % scale 0 is the no-effect control and ±100 the full control effect
Target sequence (P48426 whole entry, looked up): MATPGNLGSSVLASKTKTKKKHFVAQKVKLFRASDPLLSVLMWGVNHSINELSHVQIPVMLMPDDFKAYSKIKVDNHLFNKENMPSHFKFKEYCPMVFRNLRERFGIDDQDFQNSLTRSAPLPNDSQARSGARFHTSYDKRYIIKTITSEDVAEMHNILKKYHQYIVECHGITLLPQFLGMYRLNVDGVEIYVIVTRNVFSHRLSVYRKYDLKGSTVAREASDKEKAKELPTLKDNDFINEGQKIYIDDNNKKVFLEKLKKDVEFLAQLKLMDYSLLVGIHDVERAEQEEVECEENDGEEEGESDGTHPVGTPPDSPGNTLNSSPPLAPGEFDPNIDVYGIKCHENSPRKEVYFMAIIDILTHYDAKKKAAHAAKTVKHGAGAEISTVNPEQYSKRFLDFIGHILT
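Quantitative HTS of the MLSMR library against PI5P4Kalpha with substrate. ATP added last at 5 microM final; room temperature, 60 minutes. Remaining ATP depleted, ADP converted and read as luminescence.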
MmCpn inh: blocks the Methanococcus maripaludis chaperonin Mm-Cpn; purified Mm-Cpn ATPase, ADP Transcreener TR-FRET; Potency, µM (titrated, usually from 76.9 µM), for the others: at the top dose activity, negative = inhibition, actives largely listed as inhibitors; 330,000 tested, 0.031% active; AID 504842; further: potency means the concentration at half of the fitted maximal effect; on the % scale 0 is the no-effect control and ±100 the full control effect; nearly all actives have a fitted effect of over 80% in size
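ATPase turnover read by TR-FRET ADP competition (Eu cryptate antibody/ADP-d2, 665/590 nm): 10uM ATP final, 25nM Mm-CPN final, 30 min 37degC after 10-min compound preincubation, pH 7.4 Tris/KCl/MgCl2/DTT buffer.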
EPAC1 antagonist: blocks human EPAC1 exchange factor; EPAC1 GEF assay, Rap1b-BODIPY-GDP exchange fluorescence; 360,000 tested, 0.14% active; Potency, µM (titrated, usually from 115 µM), inactives show at the highest dose activity change, negative = inhibition, usual class: inhibitors; O95398;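 further: potency means the concentration at half of the fitted maximal effect; plate controls were vehicle for no effect and positive control for full effect; nearly all actives have a fitted effect of over 50% in size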
CCT chaperon mod: modulators of cytosolic chaperonin (CCT/TRiC) activity. 360,000 tested, 0.3% active. purified chaperonin ATPase assay, HTRF ADP detection, 30 min. activity change, % (concentration not given with the values), hits read low; in the data active means activity change below about -30%; further: on the % scale 0 is the no-effect control and ±100 the full control effect
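TRiC (40 or 20 nM final, by batch activity) in 30 mM Tris pH 7.4, 100 mM KCl, 5 mM MgCl2, 1 mM DTT was treated with compound at 76 uM single dose, then 10 uM ATP, 30 min at 37 °C. ADP was read by HTRF Transcreener.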
EPAC1 agonist: activates human EPAC1 exchange factor; EPAC1 agonist qHTS, biochemical assay; response scale: 100% = response to 6.5 mM cAMP; Potency, µM (doses to about 154 µM), for the others: at the highest dose activation, actives largely listed as activators; 360,000 tested, 0.073% active; further: potency means the concentration at half of the fitted maximal effect; nearly all actives have a fitted effect of over 60% in size
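EPAC1 100 nM, Rap1B–BODIPY-GDP 250 nM, unlabeled GDP 50 uM; compound titration; 5 min RT; kinetic read ex480/em540 at 5-min intervals ×30 min; data normalized to 6.5 mM cAMP agonist control.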
WRN inhibitor: blocks human WRN helicase | Q14191 | WRN helicase unwinding, fluorescent forked duplex, kinetic | Potency, µM (titrated, usually from 114 µM), for inactives: at the top dose activity change, negative = inhibition, most hits filed as inhibitors | 360,000 tested, 0.46% active | AID 651768; further: potency means the concentration at half of the fitted maximal effect; on the % scale 0 is the no-effect control and ±100 the full control effect; nearly all actives have a fitted effect of over 55% in size
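Screening of the MLSMR collection measured strand separation of a quenched forked DNA duplex (100 nM) by 20 nM WRN with 2 mM ATP, all final. Compounds were preincubated with enzyme 15 min at room temperature.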
EPAC2 antag: EPAC2 (human) antagonism. EPAC2 GEF exchange of Rap1B-BODIPY-GDP, fluorescence. Potency, µM (series often up to 114 µM), for the others: top-dose activity, negative = inhibition, actives largely listed as inhibitors. 360,000 tested, 0.18% active. AID 720708; further: potency means the concentration at half of the fitted maximal effect; on the % scale 0 is the no-effect control and ±100 the full control effect; nearly all actives have a fitted effect of over 45% in size; many of its hits are not listed in these tables
PLK1 PBD inh: PLK1 (human) polo-box domain binding inhibition. P53350. Plk1 PBD binding of FITC phosphopeptide, fluorescence polarization. Potency, µM, for inactives: max response, negative = inhibition, most hits filed as inhibitors. 360,000 tested, 2.8% active. AID 720504; further: potency means the concentration at half of the fitted maximal effect; series mostly up to about 57 µM; on the % scale 0 is the no-effect control and ±100 the full control effect; nearly all actives have a fitted effect of over 65% in size
Target sequence (P53350 whole entry, looked up, the tested form may be a part): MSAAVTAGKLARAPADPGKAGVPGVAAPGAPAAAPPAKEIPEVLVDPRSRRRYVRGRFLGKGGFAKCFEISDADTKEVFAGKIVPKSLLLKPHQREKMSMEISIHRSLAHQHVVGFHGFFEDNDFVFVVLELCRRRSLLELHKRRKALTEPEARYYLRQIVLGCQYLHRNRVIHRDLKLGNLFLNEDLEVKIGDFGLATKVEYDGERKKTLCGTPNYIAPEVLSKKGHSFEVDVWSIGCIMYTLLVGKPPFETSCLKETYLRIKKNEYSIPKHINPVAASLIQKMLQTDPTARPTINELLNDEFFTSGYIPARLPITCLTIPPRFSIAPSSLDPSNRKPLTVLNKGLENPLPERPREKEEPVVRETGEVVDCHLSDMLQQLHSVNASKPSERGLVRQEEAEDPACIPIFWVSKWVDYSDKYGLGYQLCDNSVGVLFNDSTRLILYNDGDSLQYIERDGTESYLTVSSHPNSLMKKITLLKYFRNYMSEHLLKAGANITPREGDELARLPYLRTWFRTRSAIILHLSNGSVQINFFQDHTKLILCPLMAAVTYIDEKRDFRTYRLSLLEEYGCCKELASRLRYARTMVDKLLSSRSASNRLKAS
* = called active by the depositor; ? = inconclusive; . = not tested or not shown; [ ] = another dose, or the depositor's remark. Unless noted, the call rests on the fitted dose curve; in most records, active means well fitted curve in the direction sought with a large enough effect; inconclusive means small, poorly fitted or top-dose-only effect, or another doubt; inactive means no such curve, though single readings can be large; an effect the other way counts as inactive or inconclusive. An excerpt (hit frequency here may not be typical).

Molecule	PLK1 PBD inh	EPAC1 antagonist	EPAC1 agonist	CCT chaperon mod	EPAC2 antag	WRN inhibitor	PI5P4K alpha inh	MmCpn inh
CCCc1cc(=O)n2[nH]c(-c3ccco3)nc2n1	-4%	16%	-7%	-2.5	13%	-18%	.	1%
O=c1oc2ccc(Cl)cc2cc1-c1ccccc1	8%	-2%	-10%	2.0	-4%	-6%	0	0%
COc1ccc(CNC(=O)C2CCN(C(=O)c3ccccc3)CC2)cc1	0%	0%	-2%	-1.1	4%	6%	7	0%
O=C(NCC(c1cccs1)N1CCOCC1)c1cc2ccccc2o1 (centres undefined)	-3%	5%	2%	-0.9	5%	-2%	.	1%
COCCNc1nnc(SCC(=O)c2c[nH]c3ccccc23)s1	-4%	-5%	8%	0.3	7%	-7%	-14	-3%
O=C(NCc1ccc2c(c1)OCO2)c1c(F)c(F)c(F)c(F)c1F	-7%	9%	5%	0.0	1%	6%[57.1 µM]	2	2%
CCC(=O)Nc1ccc(C(=O)OCC(=O)c2cccs2)cc1	-5%	5%	4%	-7.9	4%	3%	-8	-8%
CCC(C)NC(=O)c1cnc2n(c1=O)CCS2 (centres undefined)	-8%	7%	6%	-3.3	0%	-4%	-1	-3%
CNC(=O)c1ccccc1S(=O)(=O)c1ccccc1C#N	-6%	8%	9%	-1.1	4%	-19%	12	1%
COc1ccc(CCNC(=O)C(=O)NCC2OCCN2S(=O)(=O)c2ccc3c(c2)OCCO3)cc1OC (centres undefined)	2%	3%	-8%	-2.5	-1%	-26%	9	-2%
c1cncc(CNc2ccc3c(c2)OCO3)c1	-14%	-14%	5%	-2.5	-3%	-24%	-5	-2%
C(=C\c1ccccc1)/CN1CCN(C(c2cc3ccccc3o2)c2nnnn2-c2ccc3c(c2)OCCO3)CC1 (centres undefined)	-3%	-12%	-4%	-1.9	9%	-3%	20	.
CCOC(=O)c1cc(C(=O)OCC)c2ccccn2c1=O	-2%	-3%	2%	-1.6	-1%	7%	-1	-2%
Nc1ncnc2c1ncn2[C@@H]1O[C@H](CNCc2ccc(-c3cc(C(F)(F)F)ccc3Cl)o2)[C@@H](O)[C@H]1O	-11%	-2%	-18%	0.3	-28%	-2%	3	-1%
CCOC(=O)c1ccc(N2CCCCC2)c(NS(=O)(=O)c2cccc(C(F)(F)F)c2)c1	-8%	-20%	-12%	-2.8	-21%	-11%	12	1%
CC(C)C12CN3CCN(CC(C3)/C1=N\NC(=O)Nc1ccccc1)C2	8%	27%	-10%	-2.5	4%	-30%[57.1 µM]	-2	2%
Cc1ccc(S(=O)(=O)N2CCN(C(=O)CCC(=O)NCc3cccc(C(F)(F)F)c3)CC2)cc1	-1%	-1%	-6%	1.2	6%	7%	0	2%
O=C(NC1CCN(Cc2ccccc2)CC1)c1ccc2c(c1)OCCCO2	7%	0%	-8%	0.7	-8%	-3%	-6	-1%
CCN(C(=O)CCc1nc(-c2ccc(OC)cc2)no1)c1cc(OC)ccc1OC	4%	-17%	1%	-0.1	-15%	-3%[57.1 µM]	10	1%
CC(C)(C)OC(=O)NCc1ccc(CNC(=O)c2nc[nH]c2C(=O)NCc2ccccc2)cc1	-24%	-15%	5%	-3.8	-16%	-10%	0	0%
Cc1cccc(C)c1NC(=O)CNC(=O)CNC(=O)c1ccc2ccccc2c1	-4%	-19%	0%	-1.1	-13%	12%	-1	.
CN(C)C1NC(=O)c2cc(-c3ccccc3)sc2N1 (centres undefined)	-4%	7%	16%	-2.3	-2%	-12%[57.1 µM]	-2	-3%
O=C(CSc1nnnn1-c1ccccc1)Nc1nsc(-c2ccc(Cl)cc2)n1	-9%	12%	16%	-7.7	-1%	-16%	-5	-1%
C[C@]12c3[nH]c4ccc(Cl)cc4c3CCN1C(=O)[C@@H](CC(=O)NCCCn1ccnc1)C[C@@H]2C(=O)N1CCCCC1	-5%	-23%	-7%	-2.1	5%	3%	4	-1%
CCCOc1ccc(C(=O)CCC(=O)OCC(=O)N(CC)c2c(N)n(Cc3ccccc3)c(=O)[nH]c2=O)cc1	-9%	-21%	1%	0.6	4%	-1%	2	.
COc1ccc(C)cc1NC(=O)CCS(=O)(=O)c1cc2c(cc1Cl)NC(=O)CO2	-9%	-4%	2%	0.0	-1%	8%	1	1%
CCCN(C(=O)c1cn(C)c(=O)c2ccccc12)c1ccccc1C	-1%	-6%	0%	-2.8	3%	-2%	14	2%
O=C(NCCc1ccc(Cl)cc1)C1CCCO1 (centres undefined)	-13%	-24%	1%	-2.5	7%	9%	1	2%
O=C(NCCO)C(O)C(O)C(=O)NCCO (centres undefined)	-3%	-3%	1%	-1.9	16%	4%	1	-7%
Cc1ccc(C)c(C(C)NC(=O)CC#N)c1 (centres undefined)	1%	-21%	-9%	0.0	-7%	4%	-2	2%

Given with two lines to a compound: part of the list above
Second line of a record: PLK1 PBD inh | EPAC1 antagonist | EPAC1 agonist | CCT chaperon mod | EPAC2 antag | WRN inhibitor | PI5P4K alpha inh | MmCpn inh
- CCCOc1ccc(C(=O)CCC(=O)OCC(=O)N(CC)c2c(N)n(Cc3ccccc3)c(=O)[nH]c2=O)cc1
 : -9% | -21% | 1% | 0.6 | 4% | -1% | 2 | .
- COc1ccc(C)cc1NC(=O)CCS(=O)(=O)c1cc2c(cc1Cl)NC(=O)CO2
 : -9% | -4% | 2% | 0.0 | -1% | 8% | 1 | 1%

The list goes on.
Molecule	PLK1 PBD inh	EPAC1 antagonist	EPAC1 agonist	CCT chaperon mod	EPAC2 antag	WRN inhibitor	PI5P4K alpha inh	MmCpn inh
CCOC(=O)n1c(=O)oc2ccccc21	-6%	-4%	6%	2.3	9%	7%	.	-1%[15.4 µM]
CCC1CCc2c(sc3ncnc(N4CCOCC4)c23)C1 (centres undefined)	-4%	6%	-3%	-0.2	5%	-7%[57.1 µM]	9	1%
CCCc1nc2c(o1)CC(CC(C)SCC)CC2=O (centres undefined)	-2%	10%	-3%	-2.5	7%	0%	4	1%
O=C(Nc1ccccc1)N1CCN(c2nc(-c3ccccc3)ns2)CC1	0%	-4%	8%	-0.2	5%	-20%	-1	-3%
O=C(NC1CCCCC1)c1ccc(CN2CCOCC2)cc1	-5%	-6%	4%	-5.5	-3%	-3%	-7	0%
Fc1cccc(/C=N/N=C/c2cccc(F)c2)c1	-9%	-2%	3%	1.2	-1%	2%	1	-3%
CC[C@]12c3[nH]c4ccccc4c3CCN1C(=O)C(CC(=O)NCCC1=CCCCC1)C[C@@H]2C(=O)N1CCN(C(=O)C2CC2)CC1 (some centres undefined)	-6%	-3%	-12%	-1.1	9%	-5%	1	-7%
CCN(CC)c1ccc(S(=O)(=O)N2CCOCC2)cc1NC(=O)C1CC1	3%	-4%	3%	-1.3	2%	-2%	0	2%
COc1ccc(C)cc1NC(=O)Cc1csc(NC(=O)Nc2ccccc2OC)n1	30µM*	-8%	9%	-1.2	-14%	-12%	2	.
Cc1csc(=O)n1CC(=O)Nc1nc2ccccc2s1	-18%	11%	15%	-2.4	0%	-11%	-22	-5%
CC(OC(=O)c1ccc(Cl)cc1O)C(=O)NCCC1=CCCCC1 (centres undefined)	-9%	-5%	2%	-4.8	5%	-18%	-4	2%
Nc1cc(=O)[nH]c(SCC(=O)N2CCCc3ccccc32)n1	-4%	2%	4%	0.0	-6%	4%	.	-1%
COc1ccc(N=CC2CCCCC2=O)c([N+](=O)[O-])c1 (centres undefined)	3%	-19%	-17%	-1.0	7%	-11%	3	.
Cc1ccc(Sc2cc(C)nc(-c3ccccn3)n2)cc1	-13%	-13%	5%	-1.9	-11%	1%	2	3%
COc1ccc2ccccc2c1CNCc1ccc(C)cc1	-7%	-16%	1%	-1.3	-1%	6%	3	0%
Brc1ccccc1-n1nnc(-c2cccnc2)n1	-10%	-25%	-6%	-0.1	-25%	13%	-2	.
CC(C)(C)C(=O)Nc1ccc2c(c1)OCCOCCOc1cc(NC(=O)C(C)(C)C)ccc1OCCOCCO2	2%	-11%	6%	2.6	-11%	0%	1	-4%
CC(=O)Nc1nc2ccc(C(=O)NC3CCCCC3)cc2s1	-14%	-18%	-1%	-0.8	-15%	-6%	1	0%
COc1ccc(S(=O)(=O)NC(=O)C2(C)CCN2C(=O)Cc2cc(C)cc(C)c2)cc1 (centres undefined)	-4%	10%	-1%	1.8	13%	-4%	-3	.
CC1CC(C)(C)OC(C[N+]2(C)CCCCC2)O1 (centres undefined)	-5%	-1%	11%	-1.6	1%	6%	-1	2%
O=C1NCC(O)=C1C=Nc1ccccc1O	3%	-21%	-9%	0.7	-23%	-6%	-1	-1%
Cc1ccc(CNC(=O)CCC2CCCN(Cc3ccc4cccc(F)c4n3)C2)o1 (centres undefined)	-26%	-9%	4%	-0.2	2%	-28%	-13	0%
CC(C)(C)C(=O)CN1C(=O)C2(OCCO2)c2ccccc21	-15%	-15%	9%	1.1	2%	-2%	9	2%
COc1ccc(OC)c(NC(=O)CCNS(=O)(=O)c2ccc3c(c2)oc(=O)n3C)c1	-10%	-6%	-7%	0.1	-6%	?	6	-2%
COc1cc2nc(CN3CCN(S(=O)(=O)c4cc(C)ccc4C)CC3)[nH]c(=O)c2cc1OC	3%	-20%	8%	1.0	-2%	-15%	6	0%
COc1ccc(/C=C(\NC(=O)c2ccc(Cl)cc2)C(=O)NCc2cccnc2)cc1OC	-2%	12%	3%	1.7	4%	4%	-3	.
COc1ccccc1CN1CCNC(=O)C1CC(=O)NCCCN1CCCC1=O (centres undefined)	-20%	-23%	-7%	-0.4	9%	0%[57.1 µM]	1	1%
O=C(COc1ccc(F)cc1)N(CC1=CCS(=O)(=O)C1)c1ccccc1	-5%	-2%	-4%	-0.5	11%	-12%[57.1 µM]	-9	1%
COc1ccc(NN=Nc2ccc([N+](=O)[O-])cc2)cc1	-4%	0%	2%	3.7	-4%	-10%	-9	-2%
CCC(C(=O)NCc1ccccn1)n1c2ccccc2c2nc(=O)cc(C)n21 (centres undefined)	-6%	-30%	-15%	1.6	6%	3%	-3	-1%
O=C(NCC(c1cccs1)N1CCOCC1)c1cc2ccccc2oc1=O (centres undefined)	-9%	2%	10%	-0.2	-9%	3%	6	1%
Cc1cc(NC(=O)/C(C#N)=C/c2ccc(-c3ccc(SC(F)F)cc3)o2)n(-c2ccccc2)n1	29%	-6%	-22%	1.0	56%[activator]	-8%	8	0%
COc1cccc(-c2csc(N3CCN(C(=S)Nc4ccccc4C)CC3)n2)c1	-2%	15%	9%	-0.8	8%	3%	9	-5%
